Bioassay records from PubChem.
S3 lipid droplet: qHTS Assay for Lipid Storage Modulators in Drosophila S3 Cells. Drosophila S3 cells, BODIPY lipid droplet fluorescence, 18-24 h; cells fed with added oleic acid. lipid storage change, negative = inhibition, % at the top dose, mostly 46.1 µM; hits show Potency in µM. 320,000 tested, 0.64% active. AID 2685; active = well fitted inhibition curve with a large enough effect in the signal ratio, with a control signal flat, not every such curve was filed as active; inconclusive = small, poorly fitted or top-dose-only effect, or effect the other way, or a change in a side signal; the % refers to the signal ratio
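Drosophila S3 cells loaded with oleic acid (400 uM, as added) and compounds at several concentrations; lipid droplets imaged by 488-nm laser-scanning cytometry, 500–530 nm intensity and object ratio to cell channel. Percent activity normalized to 20 uM Triacsin C.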
S3 lipid droplet cell count max: second read-out of S3 lipid droplet, no call of its own (marks repeat the call); cell number change, %; measured here: cell count max response;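 cells counted by Cell Tracker Red CMTPX staining in the red channel; peak over a dose series mostly up to 46.1 µM; percent activity relative to internal control wells on each plate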
* marks the source's active call; other numbers are inactive results; i = inactive; ? = inconclusive; · = not tested or not shown; [ ] = remark or other dose. % is scaled to controls: 0 for no effect and ±100 for the full control effect; potency is read from the fitted curve at half-maximal effect. An excerpt; rates above refer to the full screens.

SMILES | S3 lipid droplet | S3 lipid droplet cell count max
CCOC(=O)[C@H]1[C@H]2COc3ccc(OC)cc3[C@@H]2N2C(=O)c3ccc(C)cc3NC(=O)[C@@]12C | ? | ·
COc1ccccc1CCNC(=O)CSc1nc(-c2ccco2)cc(C(F)(F)F)n1 | ? | ·
CCC1(NC(C)=O)CC2CC1CC2NC(C)=O (centres undefined) | ? | ·
O=C(NCc1ccc(Cl)cc1)c1ccc(N2CCCC2=O)cc1 | 0% | ·
Cc1cccc(C)c1N(CC(=O)NCc1ccccc1)C(=O)c1csnn1 | i | -8
Cc1nnc(N(C)C(=O)Cc2ccc3c(c2)OCO3)s1 | 5% | -3
Cn1c(=O)c2c(nc(CN3CCN(C(=O)c4ccco4)CC3)n2Cc2ccc(Cl)cc2)n(C)c1=O | ? | ·
COc1cc(CNCc2ccccc2)ccc1OCC(O)c1ccccc1 (centres undefined) | ? | ·
O=C(Cn1c(=S)[nH]c2ccccc2c1=O)N1CCc2ccccc2C1 | ? | ·
NC(=O)C1CCN(c2ncccc2[N+](=O)[O-])CC1 | ? | ·
CN(C)c1nc(N)nc(CSc2ncc(Cl)cc2Cl)n1 | ? | ·
CCN(CC)c1ccc(/C=N/NC(=O)c2cccc(S(=O)(=O)Nc3ccccc3OC)c2)c(O)c1 | ? | ·
CCSc1nsc(NC(=O)Nc2cccc(C(C)=O)c2)n1 | ? | ·
COC(=O)c1cc2c(s1)-c1cc(F)ccc1OC2 | ? | ·
COC(OC)C1(C)C(C#N)=C(N)Oc2c1c(=O)oc1ccccc21 (centres undefined) | ? | ·

Reprinted from the part before: 3 entries, then new ones.
SMILES | S3 lipid droplet | S3 lipid droplet cell count max
CCSc1nsc(NC(=O)Nc2cccc(C(C)=O)c2)n1 | ? | ·
COC(=O)c1cc2c(s1)-c1cc(F)ccc1OC2 | ? | ·
COC(OC)C1(C)C(C#N)=C(N)Oc2c1c(=O)oc1ccccc21 (centres undefined) | ? | ·
CCC(C)c1ccc2oc(-c3ccc(NC(=O)c4ncn[nH]4)cc3)nc2c1 (centres undefined) | i | ·
Cc1ccc(C[C@H](C(=O)O)N2C(=O)c3ccc(C(=O)O)cc3C2=O)cc1 | -4% | -6
CCOc1ccc(C(C)NC(=O)Cc2ccccc2F)cc1OCC (centres undefined) | ? | ·
Cc1ccc(OCCNCC(O)COc2ccccc2)cc1 (centres undefined) | 7% | 3
O=[N+]([O-])c1ccccc1Sc1nccn1Cc1ccccc1 | -22% | 12
O=C(NNC(=O)c1ccc2c(=O)n3c(nc2c1)CCC3)c1ccc(F)cc1 | ? | ·
O=C(CCN1CCOCC1)NCc1ccccc1 | ? | ·
CCc1nnc(NS(=O)(=O)c2ccc(N/C=C\C(=O)c3ccc(F)cc3)cc2)s1 | -18% | 20
CC(=O)COc1cccc2ccc(/C=C/c3ccc(Br)s3)nc12 | i | -6
COc1ccc(Nc2oc(-c3ccc(F)cc3)nc2C#N)cc1 | 8% | 5
O=C(c1cccc(S(=O)(=O)NCc2ccccc2)c1)N1CCN(c2ccc(F)cc2)CC1 | ? | ·
COC(=O)c1ccccc1N=Nc1c(C)n[nH]c1C | 11% | -5
O=C(Nc1ccccc1C(=O)NCCCN1CCOCC1)c1cccc([N+](=O)[O-])c1 | i[0.369 µM] | 0
CCOC(=O)c1c(C)[nH]c(C(=O)NNC(=O)c2ccc(C(C)(C)C)cc2)c1C | -14% | -8
CCN(C(=O)CSc1ccc2ccccc2c1)C1CCS(=O)(=O)C1 (centres undefined) | 22% | 0

Five entries from above, as tab-separated lines.
SMILES	S3 lipid droplet	S3 lipid droplet cell count max
O=[N+]([O-])c1ccccc1Sc1nccn1Cc1ccccc1	-22%	12
O=C(NNC(=O)c1ccc2c(=O)n3c(nc2c1)CCC3)c1ccc(F)cc1	?	·
O=C(CCN1CCOCC1)NCc1ccccc1	?	·
CCc1nnc(NS(=O)(=O)c2ccc(N/C=C\C(=O)c3ccc(F)cc3)cc2)s1	-18%	20
CC(=O)COc1cccc2ccc(/C=C/c3ccc(Br)s3)nc12	i	-6

Next structures follow:
SMILES | S3 lipid droplet | S3 lipid droplet cell count max
O=C(NC1CCN(S(=O)(=O)c2ccc(F)cc2)CC1)c1ccco1 | ? | ·
Cc1cc(=O)[nH]c2ccc(S(=O)(=O)NC3CCCCC3)cc12 | i | -4
O=C(CN1CCCCCC1)Nc1ccc(F)c(F)c1 | ? | ·
Cc1nc(N)nc(Nc2ccc(Cl)cc2)c1Br | i | 17
CCOC(=O)c1c(C)[nH]c(C(=O)COC(=O)C(C)N2C(=O)C3CCCCC3C2=O)c1C (centres undefined) | -18% | -3
CCN(C(=O)c1ccc(Cl)c([N+](=O)[O-])c1)c1ccccc1 | -11% | -1
CCCCN1C(=O)C(=O)N(CC(=O)Nc2sc(C)c(C)c2C(=O)OC)C1=O | ? | ·
Cc1ncc(CN=Cc2ccc(Cl)cc2)c(N)n1 | -4% | 11
Cc1cccc(NC(=O)/C=C/c2ccc(Cl)cc2)n1 | 12% | 0
C=CCNC(=O)c1cc(Cl)cc(Cl)c1 | 18% | ·
COc1ccc(CSc2nncn2C)cc1[N+](=O)[O-] | 19% | -11
CCN(CC)S(=O)(=O)c1cccc(C(=O)/C=C2/N(C)c3ccccc3C2(C)C)c1 | ? | ·
N#Cc1c(-c2ccccc2)c(-c2ccccc2)nn(CC(=O)NNC(=O)Nc2ccc(Cl)cc2)c1=O | 7% | 6
Cc1cccc(C(=O)NC(=S)Nc2ccc3[nH]c(=O)[nH]c3c2)c1 | -10% | -1
O=C(Nc1cccc(-c2nn[nH]n2)c1)c1csc2c1CCCC2 | 14% | 13
Cn1ncc2c(NNC(=O)Cc3ccccc3)ncnc21 | ? | ·
O=C(NCC12CC3CC(CC(C3)C1)C2)c1cc2n(n1)C(C(F)(F)F)CC(c1ccco1)N2 (centres undefined) | i | -20
CCOC(=O)N1CCN(C(=O)CSCC(=O)Nc2nc(-c3ccc(OC)cc3)cs2)CC1 | ? | ·
CC(C)(C)NC(=O)/C=C/c1cccs1 | ? | ·
NNC(=O)c1ccc(Cn2cc(Cl)cn2)o1 | ? | ·
O=C(CSc1cccc[n+]1[O-])Nc1ccc(N2CCOCC2)cc1 | ? | ·
O=C(Cn1cc(S(=O)(=O)Cc2ccccc2F)c2ccccc21)N1CCOCC1 | -4% | 10
COc1cccc(CN(C)C(=O)c2cccc(S(=O)(=O)NCc3ccccc3)c2)c1OC | ? | ·
CCOC(=O)c1sc(NC(=O)CSc2ncn(-c3ccccc3)n2)nc1C | ? | ·
CSc1ccccc1NC(=O)c1ccc([N+](=O)[O-])cc1 | ? | ·
COc1ccc(NC(=O)c2cn(-c3ccccc3)nc2-c2ccncc2)cc1 | -6% | -14
O=C(c1ccc(NS(=O)(=O)c2ccccc2)cc1)N1CCN(Cc2ccc3c(c2)OCO3)CC1 | i | ·
CC1(C)CC(=O)C2=C(C1)N(N1CCOCC1)C(N)=C(C#N)C2c1cccs1 (centres undefined) | 3% | 5
Cc1ccc(C(CNS(=O)(=O)c2ccc(Br)cc2)N2CCN(C)CC2)cc1 (centres undefined) | ? | ·
O=C(N=C1SC2CS(=O)(=O)CC2N1c1ccccc1)C1CCCCC1 (centres undefined) | -2% | 5
Cc1oc2ccc(OCc3ccc(Br)cc3)cc2c1C(=O)O | ? | ·
COC(=O)C/C=N/N=C1/NC(=O)/C(=C/C(=O)O)S1 | 13% | 5
O=C(NCc1cccc(C(F)(F)F)c1)c1cc(Cl)ccc1Cl | ? | ·
COc1ccc(N/C=C/C(=C(C#N)C#N)N(C)C)cc1 | ? | ·
COc1ccccc1OCCC(=O)OCC(=O)Nc1ccc(Br)cc1 | -1% | 2
Cc1ccc(N2CC(C(=O)N(C)CC(=O)Nc3ccc(Cl)c(C(F)(F)F)c3)CC2=O)cc1 (centres undefined) | ? | ·
CCCSc1nnc(CSc2nc3ccccc3s2)n1-c1ccccc1 | -4% | 1
Cc1nn(C(C)(C)C)c(OC(=O)c2ccc3c(c2)OCO3)c1Sc1ccccc1 | ? | ·
Cc1cc(-c2nnc(CCC(=O)NCc3ccc(F)c(F)c3)o2)no1 | 3% | ·
Cc1cc(C(=O)COC(=O)c2cccnc2Cl)c(C)n1CC1CCCO1 (centres undefined) | ? | ·
Cc1ccc2nc(NC(=O)CCNS(=O)(=O)c3cccs3)sc2c1 | -5% | -25
CCOC(=O)Cn1cc(C(=O)c2ccco2)c2ccccc21 | 13% | -2
CN1CCN(c2oc(-c3cccs3)nc2S(=O)(=O)c2ccccc2)CC1 | ? | ·
O=C(CN1C(=O)S/C(=C/c2ccc(N3CCOCC3)cc2)C1=O)N1CCOCC1 | -2% | 13
COc1cccc(C(=O)N2CCN(C3CCC(c4ccccc4)CC3)CC2)c1 (centres undefined) | ? | ·
COc1ccc(C2/C=C\CN(Cc3ccncc3)CC(=O)N2Cc2ccc(F)cc2)cc1 (centres undefined) | 10% | 1
Cc1nn(-c2ccc(F)cc2)c(C)c1CN1CCN(Cc2ccccc2)C(CCO)C1 (centres undefined) | -5% | -10
COc1ccc(-c2n[nH]c3c2CN(C(=O)c2ccc(OC)c(OC)c2)CC3)cc1 | ? | ·
CCCc1[nH]nc2c1C(c1cccc(OC(=O)c3ccco3)c1)C(C#N)=C(N)O2 (centres undefined) | i | ·
CNC(=O)[C@H]1O[C@@H](n2cnc3c(NCc4cccc(I)c4)ncnc32)[C@H](O)[C@@H]1O | ? | ·
CN(C)c1ccc(C(CNS(=O)(=O)c2ccc([N+](=O)[O-])cc2)N2CCOCC2)cc1 (centres undefined) | ? | ·
O=C(NCc1ccccc1F)C1CCCN1C(=O)Nc1cccc(F)c1 (centres undefined) | 10% | 8
O=S(=O)(NC(=S)NC1CCCCC1)c1ccccc1 | 5% | 5
CCC(=O)c1ccccc1OCCCCn1cncn1 | ? | ·
CC1=N/C(=C\c2ccc([N+](=O)[O-])cc2)C(=O)N1c1cc(Cl)ccc1C | i | ·
CCCCNC(=O)COC(=O)c1cc(F)c(F)cc1Cl | -25% | ·
O=C(CCC(=O)N1CCN(C2CCCCC2)CC1)Nc1nnc(C(F)(F)F)s1 | ? | ·
Cc1ccc(Oc2nc3ccccn3c(=O)c2/C=C(\C#N)C(=O)Nc2c(C)n(C)n(-c3ccccc3)c2=O)cc1 | -22% | -7
CCCOc1ccc(NC(=O)CC2C(=O)N(CC)C(=S)N2CCCN2CCN(Cc3ccccc3)CC2)cc1 (centres undefined) | ? | ·
CCOC(=O)C(NC(=O)c1ccccc1)(N1CCCC1=O)C(F)(F)F (centres undefined) | ? | ·
(further entries)
SMILES | S3 lipid droplet | S3 lipid droplet cell count max
Cn1c(=O)oc2ccc(C(=O)CSc3nnnn3-c3ccccc3)cc21 | ? | ·
Cn1cccc1/C=C1\SC(=S)N(CC(=O)O)C1=O | -23% | 15
CCn1ccnc1CN1CCN(CCC(C)C)C(CCO)C1 (centres undefined) | 17% | -1
O=c1[nH]c(-c2ccccc2F)nc2c1sc(=S)n2Cc1ccccc1 | 10% | -8
CC(C)(C)NC(=O)c1ccccc1NC(=O)C1CC(=O)N(C2CCCCC2)C1 (centres undefined) | ? | ·
CCOC(=O)c1c(C)[nH]c(C(=O)OCC(=O)N2CCCC2=O)c1C | i | 5
O=C(c1cc(S(=O)(=O)N2CCCCC2)c(Cl)cc1N1CCOCC1)N1CCOCC1 | ? | ·
CCN(c1ccc(NC(=O)c2ccc(Cl)nc2)cc1)C(C)C | ? | ·
CCn1cc(C(=O)O)c(=O)c2cc(F)c(N3CCN(C(=S)Nc4ccccc4OC)CC3)cc21 | 0% | 8
CCC(NC(=O)Nc1nccs1)(C(F)(F)F)C(F)(F)F | ? | ·
CCn1cc([C@@H]2C[C@H]3CN(Cc4cccc(Cl)c4)C(=O)[C@]34CCCN24)cn1 | 0% | 1
CCOc1ccc(NC(=O)CN(c2ccc(OC)c(OC)c2)S(=O)(=O)c2ccc(C)cc2)cc1 | ? | ·
COc1ccc(OC)c(C(=O)NC(CC(N)=O)c2ccc(N3CCN(c4ccc(F)cc4)CC3)c([N+](=O)[O-])c2)c1 (centres undefined) | ? | ·
CN1CCN(C(=O)/C(=C/c2ccccc2F)NC(=O)c2ccccc2)CC1 | ? | ·
CCOc1ccc(NN=C(C(=O)OC)C(=O)OC)c([N+](=O)[O-])c1 | -8% | -19
CCc1ccc(NC(=O)CSc2ccc(-c3ccccn3)nn2)cc1 | ? | ·
Cc1ccccc1OCCNc1cc(N2CC(C)NC(C)C2)ccc1[N+](=O)[O-] (centres undefined) | ? | ·
CCCCn1c(-c2ccoc2C)n[nH]c1=S | -4% | -16
O=C(N[C@@H](Cc1ccccc1)C(=O)Nc1ccc(F)cc1)C1CCNCC1 | ? | ·
CCOC(=O)N1CCN(C(=O)c2sc3nc(-c4ccc(F)cc4)cn3c2C)CC1 | ? | ·
C=CCc1cc(C(=O)N2CCCCC2)ccc1O | ? | ·

Random excerpt: 5 entries already listed
SMILES | S3 lipid droplet | S3 lipid droplet cell count max
COC(=O)c1ccccc1N=Nc1c(C)n[nH]c1C | 11% | -5
O=C(NCc1ccc(Cl)cc1)c1ccc(N2CCCC2=O)cc1 | 0% | ·
CCOC(=O)c1c(C)[nH]c(C(=O)NNC(=O)c2ccc(C(C)(C)C)cc2)c1C | -14% | -8
CCN(C(=O)c1ccc(Cl)c([N+](=O)[O-])c1)c1ccccc1 | -11% | -1
O=C(CCN1CCOCC1)NCc1ccccc1 | ? | ·
